Assay outcomes from PubChem BioAssay.
Phagocytosis inh: inhibitors of macrophage phagocytosis. J774A.1 macrophage IgG-bead phagocytosis, imaging. inhibition, % at 5 µM. hit rate 0.07% among 110,000. AID 1029;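 active means inhibition above the mean of the plate negative controls plus 5 SD, cut at about 13% in these data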;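 further: phagocytic index as fraction of beads internalized from green versus red external bead signal; plate controls were DMSO negative control for no effect and cytochalasin-D positive control for full effect; some results beyond the cut were filed as inactive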
Yeast lifespan up: yeast lifespan extension. S. cerevisiae growth with nicotinamide, OD615; deaD strain in restrictive glucose medium. inhibition of the nicotinamide effect, % at 10 µM. hit rate 0.68% among 130,000. AID 775;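 active means inhibition above a set limit, placed 3 SD over the median of all compounds, cut at about 26% in these data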;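 further: 0% = nicotinamide-treated wells and 100% = cells grown without nicotinamide; some compounds called inactive have numbers as strong as hits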
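Assay system: DeaD-strain S. cerevisiae. Medium: CSMM-D glucose medium, restrictive. Reagent: nicotinamide, 1.5 mM, co-present with compound. Compound: 10 µM single point, 0.25% DMSO. Schedule: culture preincubation 4 h, compound exposure 48 h, both 30 °C. Detection: absorbance at 615 nm.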
BB579 growth dn: reduces growth of yeast BB579 in restrictive medium; AID 804; inhibition, % at 10 µM; hit rate 0.51% among 140,000; S. cerevisiae BB579 growth, OD615, 48 h;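 active means inhibition above a set limit, 3 SD over the mean compound inhibition, cut at about 44% in these data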; further: inactives centre near -24
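Material: Saccharomyces cerevisiae DeaD strain BB579, replicative lifespan model yeast; buffer or medium: CSMM-D restrictive synthetic medium containing dextrose (glucose); compound: 10 µM single dose, DMSO 0.25%; timing: 48 h compound exposure at 30 °C after 4 h preincubation; signal: turbidity as optical density at 615 nm; benchmarks: positive control amphotericin B 10 µg/mL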
E-sel TNF inh: blocks E-selectin expression induced by TNF alpha; HUVEC TNFa-induced E-selectin immunofluorescence, high content; inhibition, % at 2 µM; hit rate 0.71% among 120,000; AID 1246;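 active means inhibition above the batch mean plus 3 SD, and confirmed as a hit on visual image review, cut at about 43% in these data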;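 further: 0% = TNF-stimulated DMSO wells and 100% = unstimulated control wells; not every result past the cut was called active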
NPY-Y2 antag: antagonists of human neuropeptide Y receptor Y2; NPY-Y2 expressing cells, antagonist mode; inhibition, % at 2.7 µM; hit rate 0.99% among 140,000; in the data active means inhibition above about 17%;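 further: 0% = vehicle with agonist challenge and 100% = reference antagonist with challenge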
Target sequence (P49146 whole entry, looked up): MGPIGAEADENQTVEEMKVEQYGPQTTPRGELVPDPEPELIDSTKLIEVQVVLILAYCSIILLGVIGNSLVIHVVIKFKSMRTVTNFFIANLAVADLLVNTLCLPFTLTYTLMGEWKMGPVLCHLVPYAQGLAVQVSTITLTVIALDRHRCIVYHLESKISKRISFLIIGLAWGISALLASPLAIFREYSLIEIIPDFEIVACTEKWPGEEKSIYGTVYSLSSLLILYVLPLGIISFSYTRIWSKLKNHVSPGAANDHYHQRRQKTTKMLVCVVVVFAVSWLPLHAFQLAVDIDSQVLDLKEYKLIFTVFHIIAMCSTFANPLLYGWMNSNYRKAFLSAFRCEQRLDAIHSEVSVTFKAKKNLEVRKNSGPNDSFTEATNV
GALR2 antag: antagonists of human galanin receptor 2 (GALR2); hit rate 0.39% among 140,000; GALR2-expressing cells, antagonist mode; inhibition, % at 4 µM; AID 828; in the data active means inhibition above about 27%;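 further: cells stimulated with galanin 1-16 at roughly its EC80; 0% = agonist challenge control and 100% = basal control without agonist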
Target sequence (O43603 whole entry, looked up): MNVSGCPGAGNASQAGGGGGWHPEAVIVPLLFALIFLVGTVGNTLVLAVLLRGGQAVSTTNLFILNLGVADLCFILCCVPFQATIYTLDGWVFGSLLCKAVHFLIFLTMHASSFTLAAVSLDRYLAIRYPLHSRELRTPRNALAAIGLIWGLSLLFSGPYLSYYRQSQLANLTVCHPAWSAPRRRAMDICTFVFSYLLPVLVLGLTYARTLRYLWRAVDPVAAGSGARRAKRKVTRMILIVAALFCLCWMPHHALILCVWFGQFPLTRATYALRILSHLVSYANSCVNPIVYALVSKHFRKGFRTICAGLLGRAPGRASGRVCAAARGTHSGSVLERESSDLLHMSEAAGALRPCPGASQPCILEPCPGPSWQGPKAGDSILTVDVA
HCT116 PTEN-null: growth suppressors of cells with PTEN tumor suppressor deletion; HCT116 PTEN-null viability, CellTiter-Glo, 60 h; active compounds read low; viability, % at 10 µM; hit rate 1.2% among 140,000; AID 827;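 active means viability at or below a set limit, 4 SD under the median of all tested compounds, cut at about 3.7% in these data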;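 further: PTEN knockout HCT116 line with beta catenin targeted HCT116 as companion control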
Measles CPE: protection of cells from measles virus | hit rate 1.5% among 140,000 | protection (pct of control), % at 4 µM | Measles virus-infected cells, CPE protection, absorbance; in the data active means protection mostly above about 24%, no sharp cut-off; inactive means mostly below about 26%; further: some compounds called inactive have numbers as strong as hits
MRP-1 activ: MRP-1 activation | hit rate 0.61% among 140,000 | viability increase, % at 10 µM | H69AR cells + doxorubicin, viability rescue, CellTiter-Glo | AID 799;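 active means viability gain under doxorubicin at or above a set limit, the compound median plus 3 SD, cut at about 4.7% in these data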;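 further: MRP-1 overexpressing cells given doxorubicin 25 µM after compound pretreatment; 18-22 h compound pretreatment then 72 h with doxorubicin before readout; 0% = doxorubicin-only wells and 100% = vehicle-treated cells without doxorubicin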
bCat KO growth: beta-catenin-lacking colon tumor cell growth suppression; HCT116 beta-catenin knockout viability, CellTiter-Glo, 60 h; active compounds read low; viability, % at 10 µM; hit rate 1.5% among 140,000;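 active means viability at or under a set limit, the compound median less 4 SD, cut at about 6% in these data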;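 further: 0% = Hyamine 1622 control at 20 µM and 100% = untreated cell control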
An asterisk follows results filed as active; · = not tested or not shown.

SMILES	Phagocytosis inh	Yeast lifespan up	BB579 growth dn	E-sel TNF inh	NPY-Y2 antag	GALR2 antag	HCT116 PTEN-null	Measles CPE	MRP-1 activ	bCat KO growth
Cc1cc(C)cc(NC(=O)Cn2c(=O)oc3cc(S(=O)(=O)N4CC(C)CC(C)C4)ccc32)c1 (stereo unspecified)	0	-8	-46	12	-1	5	66	10	-0.7	55
CCOc1ccc2nc(NS(=O)(=O)Cc3ccccc3)sc2c1	0	-5	-52	-16	20*	16	14	6	-2.2	11
Cc1nc2c(=O)n(C)c(=O)n(C)c2nc1Cl	-1	75*	5	14	1	16	4	0	-4.7	3.6*
CSc1ccccc1NC(=O)c1cccs1	-2	-22	-18	-1	-2	-3	92	3	-1.8	108
COc1ncnc2c1N[C@@](C)(O)c1c(F)c(F)c(F)c(F)c1S2	1	-14	10	-48	2	11	97	5	-1.2	94
COc1ccc(-c2ccc(/C=N/N3C(=O)C4C5C=CC(C6CC56)C4C3=O)o2)c([N+](=O)[O-])c1 (stereo unspecified)	-10	-1	-7	-18	5	-11	100	11	2.4	97
COC(=O)C(CC(C)C)NC(=O)c1ccc([N+](=O)[O-])c(C)c1 (stereo unspecified)	·	-3	-17	-30	-1	-10	97	1	0.7	101
Cc1cccn2c(=O)c3cc(C(N)=S)c(=N)n(CCCOC(C)C)c3nc12	-1	-13	-61	11	4	-4	29	8	-5.4	31
CC(=O)Nc1ccc(NC(=O)CSc2nccn2Cc2ccccc2)cc1	0	-1	-4	-1	-2	-3	63	16	-1.7	64
CCOC(=O)C(CC)/C(C)=N/NC(=O)c1ccccc1[N+](=O)[O-] (stereo unspecified)	·	0	10	4	-1	8	95	12	-2.0	101
Cc1oc(-c2ccc(Cl)cc2)nc1CN1CCC(C(=O)N2CCc3ccccc3C2)CC1	0	-3	-56	·	14	-9	15	13	-5.1	14
Cc1ccc(C2CC(c3ccccc3Cl)n3nc(N)nc3N2)cc1 (stereo unspecified)	0	-6	16	·	5	-9	72	3	-1.3	80
COc1ccccc1NC(=O)Nc1ccnn1Cc1cccs1	1	-18	-26	-28	-1	2	93	8	-0.6	83
CCN1CCN(C(=O)c2ccc(Cn3c(=O)[nH]c4cc(OC)c(OC)cc4c3=O)cc2)CC1	-2	-12	-38	-36	0	8	92	6	-1.2	88
Cc1cc(C)c(C(=O)COC(=O)c2cc([N+](=O)[O-])ccc2NCCO)cc1C	-9	-5	-20	-15	0	0	73	4	-0.7	78
CCn1cc(C(=O)N2CCN(Cc3ccc4c(c3)OCO4)CC2)c2cc(OC)c(OC)cc2c1=O	·	-22	-5	-5	0	1	73	23	-3.9	77
COc1ccc2[nH]c3nc(SC(C)C)nnc3c2c1	·	-23	-11	24	0	15	91	30	-2.5	83
COc1ccc(CCNC(=O)NC2CCCCC2)cc1	·	·	-26	-6	0	0	95	13	-0.8	92
CCc1ccc(OCC(=O)N/N=C(\C)c2ccccc2OC(F)F)cc1	-4	2	-29	·	0	-11	103	5	-1.8	88
COc1ccc(CC(=O)N2CCCc3ccccc32)cc1	·	-11	-9	-14	4	5	87	5	-2.4	88
CCc1ccccc1S(=O)(=O)Cc1ccc(C(=O)N2CCN(c3ccccc3OC)CC2)o1	0	-6	-38	·	1	-17	34	35	-3.1	29
CC(C)(C)c1ccc(/C=C/C(=O)c2ccc(NC3=NCCCS3)cc2)cc1	-2	-7	19	·	5	-2	0.9*	6	-6.3	1.1*
COc1cccc(/C=C2/SC(=O)N(CC(=O)N3CCc4ccccc4C3)C2=O)c1OCC(=O)O	0	-11	-19	5	0	-8	104	22	-0.5	99
CC(=O)c1ccc(OCC(O)CN2CCN(Cc3ccccc3)CC2)cc1 (stereo unspecified)	1	2	-27	·	4	-4	98	3	-1.1	94
O=S(=O)(c1ccc(NC(=S)Nc2ccc3c(c2)OCO3)cc1)N1CCOCC1	-4	1	-9	·	0	-1	92	7	-4.3	90
O=C(NC(C(=O)c1ccccc1)N1CCOCC1)c1cccs1 (stereo unspecified)	2	-19	-14	-3	2	12	98	17	-4.0	101
COc1ccc(C(=O)O)cc1S(=O)(=O)NCCCN1CCCC1=O	0	-4	-27	2	2	7	100	8	0.7	101
CCc1nc(CNC(=O)c2cc(OC)c(OC)c(OC)c2)no1	1	-2	21	-31	2	-8	103	5	0.1	98
N#Cc1cc2c(nc1SCc1cccc(Cl)c1)CCCCC2	·	-2	-29	·	4	7	84	12	1.2	80
O=C1C(Cl)=C(N2CCN(Cc3ccccc3)CC2)C(=O)N1Cc1ccccc1	·	6	-36	8	6	2	74	5	-2.6	80
CCCCNC(=O)CSc1nc2ccc(NC(=O)CSc3nnc(COc4ccccc4C)n3C)cc2s1	0	-13	-31	-23	-2	-9	96	7	-2.6	96
O=C(CSc1nc2cc(Cl)ccc2o1)NCCc1ccccc1	2	-11	-34	-1	6	-3	79	6	2.5	85
O=C(NCc1ccco1)c1cc(-c2ccc(F)cc2)on1	4	-7	-26	·	2	8	93	22	-2.9	97
COc1cc2[nH]c(=O)n(CCC(=O)NCc3cccnc3)c(=O)c2cc1OC	-1	-6	-15	-3	2	4	95	67*	0.3	86
CC(C)OCCCNC(=O)C1CC(=O)N(C2CCCCCCC2)C1 (stereo unspecified)	-2	-3	-10	2	1	0	99	5	2.5	104
COc1cccc(CNC(=O)C2CCN(S(=O)(=O)N3CCCCC3)CC2)c1	-2	-10	-8	0	2	-4	100	11	-0.3	89
Cc1cc(NC(=O)COC(=O)C2CCN(S(=O)(=O)c3c(Cl)cccc3Cl)CC2)no1	0	-23	-48	9	2	-7	90	14	-2.8	86
CC(C)CC1(C)NC(=O)N(CCN2C(=O)c3ccccc3C2=O)C1=O (stereo unspecified)	-2	-6	-11	-1	0	-2	99	5	-2.9	91
COCCCNC(=O)c1ccc(CS(=O)(=O)c2ccc(Br)cc2)o1	1	-8	-43	·	-1	-1	100	16	-0.3	96
CCCn1nc2cc(C(=O)NCc3ccc(C)cc3)ccc2c1OCC	·	-13	-33	-36	11	9	99	84*	-0.6	79
CCCOC(=O)c1ccc2c(c1)C(=O)N(c1ccccc1)C2=O	0	-9	-70	·	2	-4	102	13	-0.4	102
CN(NC(N)=O)c1ncc(C(F)(F)F)cc1Cl	0	46	-26	-19	4	-6	94	11	0.2	86
Cc1nnc(NC(=O)c2cccc(S(=O)(=O)N3CCc4ccccc43)c2)s1	-1	-8	-12	20	2	-4	99	10	-0.7	88
CCn1c(SCc2ccc(C(=O)Nc3cc(C)cc(C)c3)cc2)nnc1-c1ccncc1	-1	-11	-33	23	1	4	52	18	-1.5	63
Cc1cc(Nc2ccc(F)c(Cl)c2)n2nc(C)nc2n1	·	0	-35	-23	2	17	98	5	-2.4	97
CCCc1cc(N2CCCC(C(=O)NCC)C2)n2ncnc2n1 (stereo unspecified)	-1	4	-65	·	-1	4	110	0	-0.1	105
O=C(CSc1nnc(CNC(=O)c2ccccc2F)o1)Nc1ccc2c(c1)OCCO2	·	-18	-23	-15	0	-4	96	3	-1.9	88
c1ccc2c(N3CCCCC3)nnc(N3CCCCC3)c2c1	-1	-4	-51	27	5	4	97	10	-1.2	87

An excerpt from above in order of SMILES length, high to low:
SMILES	Phagocytosis inh	Yeast lifespan up	BB579 growth dn	E-sel TNF inh	NPY-Y2 antag	GALR2 antag	HCT116 PTEN-null	Measles CPE	MRP-1 activ	bCat KO growth
O=C(CSc1nnc(CNC(=O)c2ccccc2F)o1)Nc1ccc2c(c1)OCCO2	·	-18	-23	-15	0	-4	96	3	-1.9	88
COCCCNC(=O)c1ccc(CS(=O)(=O)c2ccc(Br)cc2)o1	1	-8	-43	·	-1	-1	100	16	-0.3	96
CCCOC(=O)c1ccc2c(c1)C(=O)N(c1ccccc1)C2=O	0	-9	-70	·	2	-4	102	13	-0.4	102
CCCc1cc(N2CCCC(C(=O)NCC)C2)n2ncnc2n1 (stereo unspecified)	-1	4	-65	·	-1	4	110	0	-0.1	105
c1ccc2c(N3CCCCC3)nnc(N3CCCCC3)c2c1	-1	-4	-51	27	5	4	97	10	-1.2	87

New compounds follow:
SMILES	Phagocytosis inh	Yeast lifespan up	BB579 growth dn	E-sel TNF inh	NPY-Y2 antag	GALR2 antag	HCT116 PTEN-null	Measles CPE	MRP-1 activ	bCat KO growth
Cc1cccc(-n2c(SCC(=O)N3CCCC3)nnc2-c2ccccn2)c1C	-4	2	-29	26	3	-6	107	11	-0.9	101
COC(=O)c1ccc(Cn2c(CN3CCOCC3)nc3ccccc3c2=O)o1	-2	-12	-39	5	-2	-3	99	3	-2.7	97
CCOC(=O)c1sc(NC(=O)CSc2nc(C)cc(C(F)(F)F)n2)c(C#N)c1C	1	-4	-2	7	3	-9	92	4	-4.2	93
CC1(C)Cc2c(sc3ncn(N)c(=N)c23)CO1	-6	-4	-18	-31	3	-10	89	12	-0.3	88
Cn1nc(C(=O)NCc2ccccc2)c2ccccc2c1=O	0	-11	-37	·	1	6	94	4	-1.3	103
CCOc1ccc(Nc2nc(Cc3nnc(SCC(=O)NCc4ccco4)n3CC)cs2)cc1	-2	-19	-49	12	2	-17	88	5	-5.5	74
COc1ccc(-c2cc(-c3ccc(Br)cc3)nc3ncnn23)cc1OC	·	-10	-30	-18	7	18	84	8	-1.1	89
CN1CCC(Oc2ccccc2Sc2ccc(C(F)(F)F)cc2)CC1	-2	-2	22	·	16	-1	22	4	-4.8	16
Cc1ccc(S(=O)(=O)/N=C(/NC(=S)Nc2cccc(C)c2)c2ccccc2)cc1	0	-22	-30	-6	7	4	103	9	-4.7	95
O=C1c2ccccc2CCC1C(O)c1ccccn1 (stereo unspecified)	3	1	7	·	1	-1	85	14	-5.5	96

Grouped by structure: the entries above with an NH in an aromatic ring (3)
SMILES	Phagocytosis inh	Yeast lifespan up	BB579 growth dn	E-sel TNF inh	NPY-Y2 antag	GALR2 antag	HCT116 PTEN-null	Measles CPE	MRP-1 activ	bCat KO growth
CCN1CCN(C(=O)c2ccc(Cn3c(=O)[nH]c4cc(OC)c(OC)cc4c3=O)cc2)CC1	-2	-12	-38	-36	0	8	92	6	-1.2	88
COc1ccc2[nH]c3nc(SC(C)C)nnc3c2c1	·	-23	-11	24	0	15	91	30	-2.5	83
COc1cc2[nH]c(=O)n(CCC(=O)NCc3cccnc3)c(=O)c2cc1OC	-1	-6	-15	-3	2	4	95	67*	0.3	86
